# Screening data as filed in PubChem BioAssay.
# Pf growth 48h – P. falciparum growth inhibition at 48 hours (one generation); Potency, µM (top dose mostly 28.7 µM), without a hit: at the highest dose activity change, negative = inhibition, actives largely listed as inhibitors; AID 504832; 5.9% of 310,000 active; P. falciparum luciferase growth in erythrocytes, 48 h; further: potency means the concentration at half of the fitted maximal effect; on the % scale 0 is the no-effect control and ±100 the full control effect
#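 Here the parasites carry a stable luciferase gene and grow inside erythrocytes in Albumax-based RPMI medium with compound for one erythrocytic cycle. Activity is scored as loss of luminescent signal.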
# TbPYK inhibitor – blocks Trypanosoma brucei pyruvate kinase. Potency, µM (top dose mostly 76.8 µM), for inactives: at the top dose activity, negative = inhibition, most hits filed as inhibitors. Q57TT1. TbPYK enzyme, Kinase-Glo Plus ATP luminescence, 45 min. 0.12% of 410,000 active; further: potency means the concentration at half of the fitted maximal effect; on the % scale 0 is the no-effect control and ±100 the full control effect; nearly all actives have a fitted effect of over 50% in size
#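 Glycolytic pyruvate kinase of T. brucei was incubated with substrate, test compound and 130 uM ADP for 45 minutes at room temperature. Luminescent Kinase-Glo Plus signal was measured after 10 minutes.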
# LmPK inh – LmPK (Leishmania mexicana) enzyme inhibition. Q27686. purified LmPK, Kinase-Glo ATP luminescence, 1 h. Potency, µM (highest dose often 57.5 µM), without a hit: top-dose activity change, negative = inhibition, actives largely listed as inhibitors. 0.37% of 290,000 active; further: potency means the concentration at half of the fitted maximal effect; on the % scale 0 is the no-effect control and ±100 the full control effect
# Target sequence (Q27686 whole entry, looked up): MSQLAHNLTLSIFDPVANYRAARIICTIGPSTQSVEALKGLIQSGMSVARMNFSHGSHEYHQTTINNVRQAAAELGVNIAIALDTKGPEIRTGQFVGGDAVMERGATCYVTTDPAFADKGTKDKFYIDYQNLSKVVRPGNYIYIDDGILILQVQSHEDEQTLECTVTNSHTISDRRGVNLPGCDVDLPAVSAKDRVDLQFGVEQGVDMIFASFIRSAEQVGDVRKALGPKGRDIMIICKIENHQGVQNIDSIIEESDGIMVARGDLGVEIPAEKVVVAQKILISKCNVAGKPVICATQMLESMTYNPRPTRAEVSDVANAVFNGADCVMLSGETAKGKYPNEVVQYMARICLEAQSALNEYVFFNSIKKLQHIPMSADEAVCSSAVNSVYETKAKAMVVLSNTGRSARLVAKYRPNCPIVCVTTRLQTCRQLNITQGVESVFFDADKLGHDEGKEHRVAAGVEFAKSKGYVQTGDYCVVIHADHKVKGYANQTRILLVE
#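 ATP generated from ADP (0.1 mM) and PEP (0.5 mM) by 0.1 nM LmPK over 1 h at room temperature (pH 7.2 imidazole buffer) was detected by coupled luciferase luminescence. Values were normalized to uninhibited and no-enzyme wells.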
# Pf growth 96h – inhibits malaria parasite growth, 96 h; P. falciparum luciferase reporter growth, 96 h; Potency, µM (highest dose often 28.7 µM), for the others: at the highest dose activity change, negative = inhibition, usual class: inhibitors; 6.9% of 320,000 active; AID 504834; further: potency means the concentration at half of the fitted maximal effect; on the % scale 0 is the no-effect control and ±100 the full control effect
#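 Compounds incubated with erythrocytes infected by luciferase-expressing P. falciparum (2% hematocrit, 0.05% parasitemia final) for 96 hours, 37 C in 5% CO2. Growth inhibition scored as decreased luciferase luminescence.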
# HCV inh – HCV inhibition. Huh7.5.1 HCVcc-Cre infection, luciferase reporter, 44 h. Potency, µM (highest dose often 41.8 µM), for inactives: top-dose activity change, negative = inhibition, actives largely listed as inhibitors. 3.4% of 340,000 active. AID 651820; further: potency means the concentration at half of the fitted maximal effect; on the % scale 0 is the no-effect control and ±100 the full control effect
#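 Whole-lifecycle infectious HCVcc-Cre system; cells 1,000/well, compound then virus (~0.5 moi) added 4 h after plating, 44 h culture. Luciferase read 15 sec following 15 min substrate incubation, room temp.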
# Shiga inhibitor – Shiga toxin inhibition. Vero cells, Shiga toxin protein synthesis inhibition reporter. inhibition, % at 38.7 µM. 9.2% of 290,000 active; in the data active means inhibition mostly above about 28%, no sharp cut-off; inactive means mostly below about 43%; further: 0% is about no effect
# Cycloheximide cs – counter-screen for Shiga toxin inhibitors: cycloheximide protein synthesis inhibition. cell reporter, cycloheximide protein synthesis inhibition counterscreen. max response, %. 12% of 300,000 active; in the data active means max response mostly above about 13%, no sharp cut-off; inactive means mostly below about 14%; further: read at 38.3 µM for the half of the compounds with a filed dose; 0% is about no effect
# * marks the source's active call; other numbers are inactive results; ? = inconclusive; nt = no result given; [ ] = remark or other dose. Unless noted, the call rests on the fitted dose curve; in most records, active means well fitted curve in the direction sought with a large enough effect; inconclusive means small, poorly fitted or top-dose-only effect, or another doubt; inactive means no such curve, though single readings can be large; an effect the other way counts as inactive or inconclusive.
SMILES,Pf growth 48h,TbPYK inhibitor,LmPK inh,Pf growth 96h,HCV inh,Shiga inhibitor,Cycloheximide cs
COc1ccc(CC(=O)N2CCC(CCC(=O)Nc3ccccc3)CC2)cc1,?,-3%,-5%,22%,-23%,12,11
Cc1ccc(S(=O)(=O)c2nc(C)oc2N2CCOCC2)cc1,?,-8%,8%,?,-14%,12,-2
O=C(Cc1cccs1)Nc1nnc(SCc2ccc(C(F)(F)F)cc2)s1,9%,0%,1%,7%,11%,-2,-2
CC(C)CN(C(=O)CCCSc1nc2ccccc2[nH]1)c1c(N)n(Cc2ccccc2)c(=O)[nH]c1=O,?,5%,nt,?,?,nt,nt
CC(C)[C@@H](N)C(=O)O,-3%,5%,nt,-10%,nt,-10,-5
Cc1cc(C(=O)CN2C(=O)C(=O)N(Cc3ccco3)C2=O)c(C)n1CCc1ccc(F)cc1,-28%,3%,nt,-2%,?,nt,nt
CC12CN3CC(C)(CN(C1)C3c1ccccc1F)C2 (stereo unspecified),?,0%,1%,22%,4%,-15,6
NS(=O)(=O)c1ccc(CCNC(=O)c2cccc([N+](=O)[O-])c2)cc1,-8%,2%,6%,9%,-13%,-6,13
N#Cc1c(F)cccc1N1CCC(C#N)CC1,50%[activator],1%,-10%,9%,6%,5,-1
Cc1ccc(S(=O)(=O)NC(C(=O)N2CCOCCOCCOCC2)C(C)C)cc1 (stereo unspecified),34%[activator],0%,-1%,8%,3%,3,17
CN1CCN(c2nc(-c3ccc(Br)cc3)nnc2-c2ccccc2)CC1,?,-1%,1%,-6%,?,11,22*
O=[N+]([O-])c1c(NCCO)cc(N2CCCCCC2)c2nonc12,-27%,1%,5%,63%[activator],-5%,-7,0
O=C(CCCn1c(=O)[nH]c2ccsc2c1=O)NC1CCCCC1,?,2%,5%,?,9%,-3,-1
CCOc1ccc(NC(=O)Cn2nnc(-c3ccccc3NC(=O)C3CC3)n2)cc1,-7%,5%,0%,nt,-7%,-13,-6
CSc1ccc(Cl)c(C(=O)NCCOc2cc(C)ccc2C(C)C)c1,0%,2%,-3%,20%,-16%,-7,11
CCCOc1ccccc1C1NC(=O)NC(C)=C1C(=O)OCCOC(C)C (stereo unspecified),?,-1%,5%,12µM*,-7%,-13,-11
COc1ccccc1-c1nc(S(=O)(=O)c2ccccc2)c(N2CCOCC2)o1,52%[activator],-2%,-8%,1%,-11%,1,12
Cc1c(Cl)cccc1NC(=O)Nc1cc(C(C)(C)C)nn1C,?,1%,1%,?,-10%,-13,-2
COC(=O)c1nn(-c2ccccc2)nc1-c1nn(-c2ccccc2)nc1C(=O)OC,nt,7%,4%,?,8%,-8,-4
Cc1ccc(NC(=O)CSc2nnc(Cc3ccccc3)o2)c(C)c1,?,-10%,9%,0%,-4%,-2,-4
Cc1cc(Cl)c2oc(C(=O)NCC(C)(C)N3CCOCC3)c(C)c2c1,?,-3%,7%,22%,?,37,18*
OC(COc1ccc(Cl)cc1)CSc1ccccn1 (stereo unspecified),28%,3%,-1%,?,0%,21,27*
O=C(CSc1nnc(-c2cccs2)n1Cc1ccccc1)N1CCc2ccccc2C1,6.6µM*,-16%,6%,10µM*,?,-11,-1
Cc1ccc(Cl)cc1NC(=S)N(Cc1ccco1)C(C)c1cccs1 (stereo unspecified),15µM*,7%,-3%,?,5%,6,0
Cc1cc(C(=O)Nc2nc(C)c(C(=O)N(C)C)s2)ccc1[N+](=O)[O-],179%[activator],-8%,-7%,?,16%,54*,34*
CCc1ccc(NC(=O)C(C)OC(=O)c2cccc(S(=O)(=O)N3CCc4ccccc4C3)c2)cc1 (stereo unspecified),3%,-25%,1%,-39%,-10%,18,6
O=C(O)c1ccc(S(=O)(=O)Nc2ccc(O)c(Sc3nc4ccccc4s3)c2)cc1,7%,-20%,-1%,103%[activator],-2%,-15,-2
Cc1ccc2ncnc(Nc3cccc(C(=O)O)c3)c2c1,25%,11%,-2%,?,-2%,3,-1
C/C(=N\O)C1(C)N(O)C(C)(C)C(c2ccc(F)cc2)=[N+]1[O-] (stereo unspecified),nt,6%,-3%,22%,12%,-3,5
CC(C)c1ccc(NC(=O)C2CC(=O)N(C3CCCC3)C2)cc1 (stereo unspecified),14%,4%,-1%,?,13%,-2,-4

# Quoted from the listing:
# C/C(=N\O)C1(C)N(O)C(C)(C)C(c2ccc(F)cc2)=[N+]1[O-] (stereo unspecified) in HCV inh → 12%
# Cc1cc(Cl)c2oc(C(=O)NCC(C)(C)N3CCOCC3)c(C)c2c1 in Cycloheximide cs → 18*
# O=C(O)c1ccc(S(=O)(=O)Nc2ccc(O)c(Sc3nc4ccccc4s3)c2)cc1 in TbPYK inhibitor → -20%

# Next part:
SMILES,Pf growth 48h,TbPYK inhibitor,LmPK inh,Pf growth 96h,HCV inh,Shiga inhibitor,Cycloheximide cs
COC(=O)C(CC(C)C)NC(=O)c1ccc([N+](=O)[O-])cc1 (stereo unspecified),4%,-3%,0%,4%,7%,9,-2
COc1ccc(-c2csc(N3CCSCC3)n2)cc1,104%[activator],?,0%,184%[activator],?,95*,56*
CN(C)S(=O)(=O)c1ccc(N2CCCC2)c(C(=O)Nc2nc(-c3ccc(F)cc3)cs2)c1,9.3µM*,11%,5%,?,7%,-8,-1
Cc1cccc(C(=O)OCC(=O)NCCNC(=O)COC(=O)c2cccc(C)c2C)c1C,7%,-10%,-4%,?,?,-14,3
COc1ccc(C2CC(c3ccc(OC)cc3)n3nc(NC(=O)c4ccco4)nc3N2)cc1 (stereo unspecified),-9%,-3%,7%,?,-13%,-15,2
O=C(Nc1ccccc1C(=O)OC1CCOC1=O)c1ccco1 (stereo unspecified),11%,-2%,4%,nt,7%,-29,-3
Cc1csc(N2CCN(c3cc4nc(-c5ccncc5)[nH]c4cc3Cl)CC2)n1,?,-16%,-9%,?,0%,-7,1
CC(=O)c1cccc(OCC(=O)Nc2cc(S(=O)(=O)N3CCOCC3)ccc2N2CCCC2)c1,?,5%,nt,?,-3%,nt,nt
CCc1ccc(NC(=O)CCC(=O)c2ccc(C)cc2)cc1,5%,-16%,3%,60%[activator],16%,-8,7
CC1=C(C)CC(C(=O)Nc2nc(-c3ccc(C)cc3C)c(C)s2)C(C(=O)O)C1 (stereo unspecified),29%,-14%,9%,10%,28%,-8,-3
CCOc1ccc(OCCOCCN2CCc3ccccc3C2)cc1,31%[activator],nt,3%,63%,-23%,16,-1
C=COCCNC(=O)Nc1ccc(Cl)cc1Cl,15%,1%,-1%,nt,-12%,13,0
Cn1c(=O)n(CC#N)c2ccccc21,18%,-8%,3%,19%,-10%,-23,13
Cc1cccc(C)c1N1CCN(c2ccc3nnc(C(F)(F)F)n3n2)CC1,9.3µM*,-17%,5%,nt,-16%,-3,-2
CC1CCCCN1CC(=O)NCc1ccc2c(c1)OCO2 (stereo unspecified),13%,-8%,-2%,nt,7%,18,-4
O=C(N/C(=C\c1cccc([N+](=O)[O-])c1)C(=O)N(CCO)CCO)c1ccco1,4%,-10%,-3%,-11%,2%,-7,-3
O=C(NCCN1CCOCC1)Nc1ccc(Cl)cc1Cl,15%,-3%,-10%,nt,-16%,14,17
CCN(CC(=O)NCc1ccc(Cl)cc1)Cc1cc(=O)n2ccsc2n1,11%,1%,3%,?,2%,9,2
COc1ccc(N2C(=O)CC(C#N)=C2N)cc1,7%,-5%,1%,33%[activator],2%,16,1
O=C(COc1ccc([N+](=O)[O-])cc1Cl)NCC1CCCO1 (stereo unspecified),2%,0%,7%,59%[activator],17%,46*,16*

# An excerpt from above in order of SMILES length, descending:
SMILES,Pf growth 48h,TbPYK inhibitor,LmPK inh,Pf growth 96h,HCV inh,Shiga inhibitor,Cycloheximide cs
CC(C)CN(C(=O)CCCSc1nc2ccccc2[nH]1)c1c(N)n(Cc2ccccc2)c(=O)[nH]c1=O,?,5%,nt,?,?,nt,nt
COc1ccc(C2CC(c3ccc(OC)cc3)n3nc(NC(=O)c4ccco4)nc3N2)cc1 (stereo unspecified),-9%,-3%,7%,?,-13%,-15,2
Cc1cccc(C(=O)OCC(=O)NCCNC(=O)COC(=O)c2cccc(C)c2C)c1C,7%,-10%,-4%,?,?,-14,3
CCOc1ccc(NC(=O)Cn2nnc(-c3ccccc3NC(=O)C3CC3)n2)cc1,-7%,5%,0%,nt,-7%,-13,-6
Cc1ccc(S(=O)(=O)NC(C(=O)N2CCOCCOCCOCC2)C(C)C)cc1 (stereo unspecified),34%[activator],0%,-1%,8%,3%,3,17
COc1ccccc1-c1nc(S(=O)(=O)c2ccccc2)c(N2CCOCC2)o1,52%[activator],-2%,-8%,1%,-11%,1,12
CCN(CC(=O)NCc1ccc(Cl)cc1)Cc1cc(=O)n2ccsc2n1,11%,1%,3%,?,2%,9,2
CSc1ccc(Cl)c(C(=O)NCCOc2cc(C)ccc2C(C)C)c1,0%,2%,-3%,20%,-16%,-7,11
Cc1ccc(NC(=O)CSc2nnc(Cc3ccccc3)o2)c(C)c1,?,-10%,9%,0%,-4%,-2,-4
Cc1c(Cl)cccc1NC(=O)Nc1cc(C(C)(C)C)nn1C,?,1%,1%,?,-10%,-13,-2
O=C(NCCN1CCOCC1)Nc1ccc(Cl)cc1Cl,15%,-3%,-10%,nt,-16%,14,17
COc1ccc(-c2csc(N3CCSCC3)n2)cc1,104%[activator],?,0%,184%[activator],?,95*,56*
C=COCCNC(=O)Nc1ccc(Cl)cc1Cl,15%,1%,-1%,nt,-12%,13,0
Cn1c(=O)n(CC#N)c2ccccc21,18%,-8%,3%,19%,-10%,-23,13
CC(C)[C@@H](N)C(=O)O,-3%,5%,nt,-10%,nt,-10,-5

# Next section.
SMILES,Pf growth 48h,TbPYK inhibitor,LmPK inh,Pf growth 96h,HCV inh,Shiga inhibitor,Cycloheximide cs
Oc1c(C(c2ccccn2)N2CCC(Cc3ccccc3)CC2)cc(Cl)c2cccnc12 (stereo unspecified),2.9µM*,31%[activator],-1%,0%,18µM*,48,13
Cc1ccc(NC(=O)C2C3/C=C\CCCCC32)cc1C (stereo unspecified),15%,1%,-1%,34%[activator],23%,130,37*
CN1CCC(N(C)C(=S)Nc2ccc(F)cc2)CC1,336%[activator],2%,0%,9%,15%,-3,-1
COc1ccc(CNc2cccc(F)c2)cc1Br,nt,-1%,3%,-23%,?,33,14
Cc1csc(NC(=O)c2ccccc2O)n1,108%[activator],-1%,-10%,89%[activator],26%,89*,56*
